MC4R ag barr: activates human MC4R beta-arrestin recruitment | activation, % at 8.9 µM | U2OS MC4R beta-arrestin complementation, luminescence; percent of melanotan II response, DMSO zero | 360,000 tested, 0.98% active | P32245;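 active means activation above a per-plate cutoff, the mean activation of sample wells on that plate plus 3 SD, cut at about 8% in these data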
NR2F2 inh: NR2F2 (human) inhibition, primary screen; HEK293T NGFI-A luciferase reporter, luminescence; inhibition, % at 8.6 µM; P24468; 370,000 tested, 0.7% active;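 active means inhibition above a per-plate cutoff, mean inhibition of test wells between control levels plus 3 SD, cut at about 38% in these data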;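 further: cells cotransfected with COUP-TFII expression vector driving the NGFI-A reporter; 0% = median of COUP-TF2 test wells and 100% = reporter-only cells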
MC4R antag cAMP: human MC4R antagonism in cAMP assay | AID 540295 | inhibition, % at 6.5 µM | P32245 | 360,000 tested, 0.48% active | MC4R-expressing cells, MTII-stimulated cAMP, LANCE TR-FRET;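 active means inhibition above its plate's cutoff, the mean of tested wells on that plate plus 3 SD, cut at about 29% in these data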;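 further: 0% = Melanotan II alone and 100% = Melanotan II plus saturating MCL0020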
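material = U2OS cells stably expressing human melanocortin 4 receptor (MC4R) | also added = Melanotan II challenge | dosing = single nominal compound dose of 6.5 µM | detection = TR-FRET with Eu-cAMP and labeled anti-cAMP, 671 nm | replication = singlicate | timing = compound 30 min, challenge 1 h, detection 1 h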
LRH-1 inv ag: NR5A2 inverse agonism in reporter assay | O00482 | HEK293T StAR-luciferase reporter, LRH-1 transfected, 24 h | 360,000 tested, 0.13% active | inhibition, % at 3.6 µM;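 active means inhibition above the mean inhibition of all tested compounds plus 3 SD, cut at about 73% in these data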;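 further: 0% = DMSO wells and 100% = reporter-only cells lacking LRH-1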
NCOA1 inh: inhibits human SRC1 coactivator; Q15788; HEK293 GAL4-SRC1 luciferase reporter, luminescence; 360,000 tested, 0.12% active; AID 588354; inhibition, % at 3.6 µM;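 active means inhibition above the campaign mean plus 3 SD, with each screening campaign given its own cutoff, cut at about 60% in these data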;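 further: 0% = DMSO treated cells and 100% = gossypol at 36 µM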
NCOA3 inh: inhibits human SRC3 coactivator | 360,000 tested, 0.17% active | inhibition, % at 3.6 µM | Q9Y6Q9 | HEK293 GAL4-SRC3 luciferase reporter, luminescence;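 active means inhibition above a per-campaign cutoff, the mean of all compounds plus 3 SD, cut at about 60% in these data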;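 further: 0% = DMSO-treated cells and 100% = gossypol-treated cells at 36 µM; higher means less SRC3-driven luciferase light from the GAL4 reporter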
TLR9-MyD88 inh: inhibitors of human TLR9-MyD88 binding | inhibition, % at 4.98 µM | AID 504734 | CHO BLA complementation TLR9-MyD88, CCF4 FRET ratio | Q9NR96+Q99836 | 340,000 tested, 0.21% active;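 active means inhibition above the mean over all tested compounds plus 3 SD, cut at about 21% in these data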;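 further: 0% = DMSO only wells and 100% = clavulanate BLA inhibitor control wells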
Target sequence (Q99836 whole entry, looked up): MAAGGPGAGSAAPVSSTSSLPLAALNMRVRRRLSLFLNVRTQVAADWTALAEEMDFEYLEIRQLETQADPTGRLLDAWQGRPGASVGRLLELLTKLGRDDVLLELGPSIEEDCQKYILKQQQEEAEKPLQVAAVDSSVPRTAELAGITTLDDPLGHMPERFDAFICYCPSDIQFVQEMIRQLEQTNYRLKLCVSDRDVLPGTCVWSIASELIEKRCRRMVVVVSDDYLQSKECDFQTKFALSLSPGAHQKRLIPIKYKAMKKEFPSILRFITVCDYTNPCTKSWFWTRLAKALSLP
Target sequence (Q9NR96 whole entry, looked up): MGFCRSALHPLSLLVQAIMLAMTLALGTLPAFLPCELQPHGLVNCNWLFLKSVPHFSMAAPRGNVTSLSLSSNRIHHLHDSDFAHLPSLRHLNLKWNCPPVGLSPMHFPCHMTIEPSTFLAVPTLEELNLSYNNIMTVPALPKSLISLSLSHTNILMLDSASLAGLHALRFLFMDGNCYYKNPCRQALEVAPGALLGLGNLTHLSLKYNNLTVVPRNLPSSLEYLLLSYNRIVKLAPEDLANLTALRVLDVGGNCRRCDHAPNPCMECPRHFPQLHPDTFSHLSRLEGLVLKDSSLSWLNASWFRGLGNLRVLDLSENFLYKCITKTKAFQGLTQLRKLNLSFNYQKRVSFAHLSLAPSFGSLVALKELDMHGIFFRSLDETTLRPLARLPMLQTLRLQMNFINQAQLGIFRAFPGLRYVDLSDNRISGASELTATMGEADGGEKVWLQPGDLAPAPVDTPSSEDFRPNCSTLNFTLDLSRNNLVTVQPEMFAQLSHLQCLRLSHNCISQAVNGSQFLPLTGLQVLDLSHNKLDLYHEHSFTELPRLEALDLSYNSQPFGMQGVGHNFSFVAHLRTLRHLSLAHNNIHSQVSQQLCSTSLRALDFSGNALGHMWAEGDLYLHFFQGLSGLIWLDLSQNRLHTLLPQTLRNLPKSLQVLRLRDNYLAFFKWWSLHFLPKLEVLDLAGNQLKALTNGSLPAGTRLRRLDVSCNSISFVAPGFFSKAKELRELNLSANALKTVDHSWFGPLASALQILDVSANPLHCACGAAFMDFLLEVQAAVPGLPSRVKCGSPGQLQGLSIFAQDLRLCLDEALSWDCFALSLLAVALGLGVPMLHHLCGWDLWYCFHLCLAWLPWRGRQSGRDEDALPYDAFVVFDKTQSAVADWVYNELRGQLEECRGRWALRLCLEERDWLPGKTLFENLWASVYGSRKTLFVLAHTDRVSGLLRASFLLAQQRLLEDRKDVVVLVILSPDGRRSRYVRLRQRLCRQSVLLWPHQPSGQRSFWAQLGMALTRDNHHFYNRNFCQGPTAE
ABHD5 PLIN5 PPI: inhibitors of human ABHD5-perilipin-5 interaction. 360,000 tested, 0.78% active. AID 602281. Q00G26+Q8WTS1. inhibition, % at 4 µM. Split G. princeps luciferase complementation, luminescence, 4 h;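 active means inhibition above the mean inhibition across every tested compound plus 3 SD, cut at about 22% in these data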;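 further: 0% = DMSO only wells and the 100% control is not disclosed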
NOD2 RIPK2 PPI: inhibitors of human NOD2-RIPK2 interaction; CHO BLA complementation NOD2-RIPK2, CCF4 ratio; inhibition, % at 4.98 µM; 360,000 tested, 0.38% active; AID 624267; in the data active means inhibition above about 21%;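 further: 0% = vehicle only and 100% = reference blocker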
SRC2 inh: inhibits human steroid receptor coactivator 2. 370,000 tested, 0.17% active. HEK293 GAL4-SRC2 luciferase reporter, luminescence. AID 651957. Q15596. inhibition, % at 9 µM;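 active means inhibition above the mean inhibition of all tested compounds plus 3 SD, set per campaign, cut at about 52% in these data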;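 further: 0% = DMSO treated cells and 100% = cells given Gossypol at 36 µM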
LMP1 NFkB inh: reduces LMP1-driven NF-kappaB luciferase signal | LMP1-induced NF-kappaB luciferase reporter cells, luminescence | inhibition, % at 12.5 µM | AID 504558 | 350,000 tested, 0.69% active; in the data active means inhibition above about 41%;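 further: 0% = neutral control wells and 100% = reference inhibitor control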
* = called active by the depositor; / = not tested or not shown.

MC4R ag barr | NR2F2 inh | MC4R antag cAMP | LRH-1 inv ag | NCOA1 inh | NCOA3 inh | TLR9-MyD88 inh | ABHD5 PLIN5 PPI | NOD2 RIPK2 PPI | SRC2 inh | LMP1 NFkB inh | smiles
-0.6 | 0 | -2 | 1 | 3 | 16 | -2 | 0 | -11 | 18 | -3 | O=C1[C@@H]2[C@H](C(=O)N1Cc1cccnc1)[C@H]1C=C[C@@H]2C1
-2.1 | -4 | -4 | -10 | 6 | 2 | -5 | 4 | 0 | -15 | 2 | O=c1cc(SCc2ccccc2)nc[nH]1
-2.1 | / | -4 | 10 | 1 | 13 | -6 | 16 | -8 | / | 4 | CC(=O)Nc1cc(N=Cc2ccc(O)cc2O)c(Cl)cc1Cl
-0.7 | 1 | -1 | 13 | -1 | -2 | 1 | -3 | -8 | -43 | -3 | Cc1ccc(C)c(OCCC(=O)OCC(=O)N(C)c2c(N)n(Cc3ccccc3)c(=O)[nH]c2=O)c1
-3.4 | 4 | 2 | 5 | -15 | 11 | -4 | 0 | -5 | -7 | 0 | CCN(C(=O)CSc1nc2ccccc2c(=O)n1Cc1ccc(C)cc1)C1CCS(=O)(=O)C1 (stereo not given)
-1.1 | -29 | 15 | -76 | -61 | -90 | 3 | -3 | -6 | -17 | -12 | CCOc1ccc(NC(=O)c2ccc3snnc3c2)cc1
0.6 | 4 | 4 | 0 | -3 | 6 | 0 | 1 | 6 | -4 | -17 | CC(C)OCCCNC(=O)CCN1C(=O)COc2ccccc21
0.9 | 2 | 14 | -9 | 3 | 14 | 8 | -5 | -16 | -21 | 3 | CC(C)(C)C1CCC(C(=O)NNC(=O)c2ccncc2)CC1 (stereo not given)
-1.7 | -44 | 3 | -41 | -77 | -42 | 0 | 9 | 4 | -64 | -18 | CCCCn1cnc2c(oc3ccccc32)c1=O
-1.7 | 12 | 0 | 1 | 4 | 4 | -7 | -1 | -4 | 13 | 13 | O=C(NCC(c1cccnc1)N1CCN(c2ccc(F)cc2)CC1)c1ccc2c(c1)OCO2 (stereo not given)
-0.3 | 8 | -3 | -4 | 11 | 14 | 5 | -2 | -13 | 2 | 1 | O=C(C1CC1)N1CCN=C1SCc1ccc(Cl)cc1
-1.6 | 2 | 12 | 5 | -10 | 31 | 9 | 6 | -5 | 8 | 8 | O=C1NC(=O)C(CC(=O)N(Cc2ccco2)C2(C(=O)NC3CCCCC3)CCCCC2)N1 (stereo not given)
2.0 | 2 | 11 | -3 | 2 | 11 | -9 | 2 | -3 | -18 | -4 | CCN(CC)S(=O)(=O)c1ccc(Cl)c(C(=O)Oc2cccnc2)c1
-1.7 | 7 | 10 | 0 | 5 | -3 | -1 | 2 | -4 | -11 | 1 | COc1ccc(C2CC(c3ccc(OC)cc3)n3nc(NC(=O)c4ccco4)nc3N2)cc1 (stereo not given)
-3.5 | 4 | -2 | -19 | 16 | 10 | -2 | 2 | 4 | 18 | -8 | Cc1cccc(Cn2c(SCCO)nc3c2c(=O)n(C)c(=O)n3C)c1
1.3 | 13 | 2 | -3 | 9 | 3 | -3 | -1 | 9 | -14 | 12 | Cn1nc(CC(=O)NC2CCCCCCCCCCC2)c2ccccc2c1=O
-2.8 | -19 | -1 | 5 | 0 | 23 | 5 | -4 | -2 | 2 | -4 | CCN1C(=O)C(F)(CC)C(=O)c2ccccc21 (stereo not given)
-0.6 | -13 | -1 | 8 | 11 | 13 | -6 | -1 | -9 | -5 | 6 | CCNc1nc(N2CCCC2)nc(N2CCCC2)n1
-1.7 | 19 | 10 | 5 | 17 | 1 | 6 | 1 | -11 | -7 | 3 | Cc1cc(C)n2nc(SCC(=O)Nc3ccccc3)nc2n1
-1.9 | 13 | 10 | 15 | -3 | 15 | -9 | -5 | -1 | -6 | 6 | CCCCNS(=O)(=O)c1ccc(OC)c(Cl)c1Cl
-0.6 | -6 | 0 | -4 | -3 | -19 | -3 | 6 | 3 | 22 | 0 | COCCNC(=S)N(C)[C@H]1C[C@H]2c3cc(N4CCN(C)CC4)ccc3CCN2C(=O)[C@H]1[C@H](C)O
0.4 | 5 | 7 | 23 | -18 | -18 | -1 | -26 | -3 | 4 | 14 | Cc1nnc(N/N=C/c2cccc(C(F)(F)F)c2)n1N
-1.4 | -26 | 1 | -24 | -29 | 6 | 0 | 3 | -1 | -28 | -17 | CNc1oc(-c2ccccc2Cl)nc1C#N
2.1 | 5 | 5 | 17 | -4 | 4 | 4 | -4 | -10 | -14 | -9 | COCc1cc(C)nc(Nc2ccc(C)c(C)c2)c1C#N
-0.3 | 6 | 16 | -12 | 0 | 15 | -14 | -3 | -7 | -11 | -16 | CCC(C)Nc1nc(N)c([N+](=O)[O-])c(Nc2ccccc2OC)n1 (stereo not given)

2 entries from above, with two lines to a compound.
Every second line gives: MC4R ag barr, NR2F2 inh, MC4R antag cAMP, LRH-1 inv ag, NCOA1 inh, NCOA3 inh, TLR9-MyD88 inh, ABHD5 PLIN5 PPI, NOD2 RIPK2 PPI, SRC2 inh, LMP1 NFkB inh
O=C(C1CC1)N1CCN=C1SCc1ccc(Cl)cc1
→ -0.3, 8, -3, -4, 11, 14, 5, -2, -13, 2, 1
O=C1NC(=O)C(CC(=O)N(Cc2ccco2)C2(C(=O)NC3CCCCC3)CCCCC2)N1 (stereo not given)
→ -1.6, 2, 12, 5, -10, 31, 9, 6, -5, 8, 8

New compounds follow:
MC4R ag barr | NR2F2 inh | MC4R antag cAMP | LRH-1 inv ag | NCOA1 inh | NCOA3 inh | TLR9-MyD88 inh | ABHD5 PLIN5 PPI | NOD2 RIPK2 PPI | SRC2 inh | LMP1 NFkB inh | smiles
1.5 | 4 | -8 | 10 | 4 | 18 | / | 3 | -1 | 3 | / | Cc1c(C(=O)NCc2ccc(C#N)cc2)sc(=O)n1Cc1ccc(C(=O)N(C)C)cc1
-1.8 | -2 | 5 | 6 | -17 | -7 | 0 | 1 | -3 | -9 | -7 | CCOC(=O)C(NCCCCl)c1ccccc1 (stereo not given)
0.1 | 12 | -2 | 5 | -19 | 0 | 3 | 2 | -4 | 3 | -32 | Cc1c(/C=N/Nc2ccc([N+](=O)[O-])cn2)c2ccccc2n1Cc1ccccc1
0.8 | 1 | 18 | -34 | -9 | 1 | -7 | -9 | -3 | -25 | 4 | Cc1cccc(C2=NN(c3ccccc3)[C@@H](C(=O)N3CCOC3=O)[C@@H]2c2ccc([N+](=O)[O-])cc2)c1
-0.3 | -20 | -2 | -45 | -66 | -40 | -8 | -6 | 6 | -17 | -1 | O=C(Nc1ccccc1Cl)c1ccc2nc(N3CCOCC3)sc2c1
2.5 | -22 | 14 | -26 | -11 | -28 | -3 | 12 | -2 | 25 | -10 | CC(=O)N1CCN(C(=O)c2cc3c(s2)CCCC3)CC1
-1.5 | -12 | 4 | 52 | -12 | -14 | 2 | 1 | 7 | -53 | -31 | Cc1cc(OCC(=O)Nc2nccs2)c2c(C)cc(=O)oc2c1
0.6 | -13 | -3 | -27 | -14 | -19 | 4 | 3 | -5 | -18 | 4 | O=C(NNC(=O)c1ccc(Cl)cc1Cl)c1csc(-c2cccnc2)n1
3.5 | 9 | 0 | 1 | 6 | 6 | 0 | -2 | -3 | -3 | 17 | COc1ccnc(NCc2cccc(C(F)(F)F)c2)c1C#N
0.0 | 15 | 3 | -14 | -2 | -1 | 0 | -5 | 4 | -20 | 1 | C/C(Cl)=C/Cn1c(SCC(C)C)nc2c1c(=O)[nH]c(=O)n2C
-0.8 | -21 | 0 | 22 | 2 | 4 | 3 | 0 | 1 | 19 | 8 | O=C(NCC1CC1)[C@]1(C(F)(F)F)C[C@H](CCC2CCCCC2)CCCO1
-1.0 | 42* | 7 | 51 | -5 | 7 | 6 | -12 | 5 | 30 | 4 | COc1cc(CNc2ccc(CNc3ncn[nH]3)cc2)ccc1OCC(=O)NC(C)(C)C
-1.6 | 14 | -8 | 15 | 17 | 9 | -7 | 7 | -16 | -16 | -2 | CCn1c(/C=C2\C(=O)Nc3ccccc32)nc2ccccc2c1=O
-1.5 | -12 | 7 | -10 | -13 | -8 | -4 | 3 | -8 | 4 | -11 | O=C(CN1C(=O)NC(c2ccccc2)(c2ccccc2)C1=O)Nc1ccc(N2CCOCC2)cc1
-1.7 | -26 | 3 | -5 | -18 | 4 | -5 | 0 | 1 | -23 | 0 | CCN(CC)CCn1c2c(c(SCC(=O)Nc3ccc(C)c(F)c3)nc1=O)CCCC2
-1.6 | 5 | -4 | 9 | -12 | -14 | 5 | -20 | 1 | -14 | -12 | CC(=O)C1=C(O)C(=O)N(c2ccc(O)cc2)C1c1ccccc1[N+](=O)[O-] (stereo not given)
-1.2 | 7 | 2 | 17 | -14 | -1 | -5 | -2 | -8 | -5 | -12 | O=C(NCC1CCCO1)c1ccc(NS(=O)(=O)c2cccs2)cc1 (stereo not given)
0.8 | -23 | 18 | -59 | -55 | -81 | -12 | -5 | -3 | -24 | -8 | CN(C)CCNC(=O)c1[nH]nc2c1CCc1ccccc1-2
1.8 | -10 | 11 | -12 | -10 | 12 | -4 | 8 | -3 | -2 | -5 | Cc1ccc(NC(=O)COC(=O)COc2cccc3c2OC(C)(C)C3)cc1S(=O)(=O)N1CCOCC1
-1.9 | -8 | -1 | 11 | -1 | 2 | -6 | -7 | -5 | -25 | 14 | COc1ccccc1NC(=O)c1ccccc1-c1nc(-c2ccccc2OC)no1
-1.2 | -5 | -2 | 6 | -19 | 6 | -2 | -3 | -4 | -23 | 4 | Cn1c(CCC(=O)O)nc2cc(S(=O)(=O)N3CCCCC3)ccc21
-1.9 | 15 | 7 | -7 | -1 | 10 | -2 | -2 | 0 | -39 | -2 | CCCC(C)C(=O)NCc1ccc2c(c1)OCO2 (stereo not given)
0.5 | 0 | 4 | -38 | 2 | -9 | 10 | -4 | -7 | -33 | -2 | COC(=O)c1ccccc1Oc1ccc(NC(=O)c2ccco2)cc1
-1.7 | 8 | 3 | -3 | -20 | -9 | -7 | -1 | -14 | -17 | 1 | COC(=O)c1ccc(COc2ccc(-c3nn[nH]n3)cc2)cc1
-1.9 | -15 | 1 | 6 | -18 | -8 | -3 | 5 | -9 | -1 | 1 | COc1cccc(NC(=O)CN(C)C(=O)c2csc3c2CCCC3)c1
1.9 | -3 | 5 | 5 | 15 | 3 | 3 | 11 | -3 | -12 | 1 | CCOc1ccccc1CNC(=O)CCc1cn(CC)c2ccccc12
-4.0 | -33 | 14 | -12 | -42 | -47 | 0 | -9 | -2 | -57 | -32 | Cc1ccc(N/N=C2\CS(=O)(=O)N(C)c3ccsc32)cc1
-2.5 | -15 | -3 | -13 | -27 | 6 | -4 | -1 | -9 | -10 | 5 | CC(O)c1cccc(NC(=O)CCCc2ccccc2)c1 (stereo not given)
-2.6 | 7 | 4 | 0 | -33 | 4 | -8 | 3 | -5 | -7 | -9 | O=C(c1cccs1)N(c1ccc(Cl)cc1)C1C=CS(=O)(=O)C1 (stereo not given)
-0.9 | 2 | 2 | -14 | -15 | -17 | 10 | -8 | 22* | -15 | -8 | FC(F)(F)c1cnc2c(c1)Nc1ccccc1S2

High-throughput results (PubChem BioAssay)

This is a subset, so the mix of outcomes need not match the whole.
